High-throughput results (PubChem BioAssay)
SKKanGAS inh: S. pyogenes SKKanGAS growth inhibitors in kanamycin, primary screen, streptokinase expression inhibitor project, SKKanGAS strain, BacTiter-Glo luminescence. inhibition, % at 7.5 µM. hit rate 1.3% among 300,000. 6 h. AID 1662, 2009;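 active = mean replicate score, as percent of positive control median, at least 50; inconclusive = mean below 50 but one replicate at or above 50; inactive = mean and every replicate below 50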;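 note: strain carries kanamycin resistance gene driven by streptokinase promoter and grows in 40 µg/ml kanamycin; loss of luminescence reflects streptokinase promoter inhibition or plain growth inhibition; 0% = median of DMSO wells and 100% = positive control at its reference dose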
TMEM16A act: TMEM16A chloride channel activators or potentiators, primary screen, cell-based, HTS. hit rate 0.3% among 340,000. HEK293 TMEM16A/YFP-H148Q/I152L, iodide quench fluorescence; stronger effect = lower value. AID 623877, 2012. Anoctamin-1 (Mus musculus), Q8BHY3. B-score at 10 µM;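 active = fluorescence-ratio B-score plate-corrected deviation score at least 3 library SD below zero, with starting fluorescence score within 5 deviations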;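 note: channel opened by trigger with iodide after compound preincubation; score built on the fluorescence ratio of max minus min over baseline; more negative score means more quench and so TMEM16A activation or potentiation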
MrgX1 antagonist: antagonists of human MrgX1 receptor, primary screen, HEK293 cells, Fluo-4 calcium flux | hit rate 1.3% among 310,000 | AID 588676, 2011 | B-score at 10 µM | BAM8-22 antagonism; stronger effect = lower value;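 active = calcium-response B-score plate-corrected more than 3 library SD below zero, starting fluorescence within 5 deviations, no agonist response on first addition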;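 note: peak minus trough fluorescence over baseline after final BAM8-22 challenge near maximal dose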
Target sequence (Q96LB2 whole entry, looked up): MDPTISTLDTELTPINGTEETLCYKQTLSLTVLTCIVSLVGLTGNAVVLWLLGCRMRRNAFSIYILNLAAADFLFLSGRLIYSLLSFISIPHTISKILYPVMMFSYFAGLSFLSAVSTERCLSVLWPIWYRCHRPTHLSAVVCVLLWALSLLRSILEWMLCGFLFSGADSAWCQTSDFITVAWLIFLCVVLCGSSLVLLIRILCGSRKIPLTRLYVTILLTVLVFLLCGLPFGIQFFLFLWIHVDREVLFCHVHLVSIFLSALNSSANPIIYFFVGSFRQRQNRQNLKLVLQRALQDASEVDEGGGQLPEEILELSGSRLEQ
TRPC6 activator: mouse TRPC6 channel activators, primary screen, cell-based, HEK293, membrane potential dye; HEK293-TRPC6 membrane potential dye fluorescence; stronger effect = higher value; B-score at 10 µM; hit rate 0.13% among 310,000; AID 2550, 2010;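 active = B-score of the integrated fluorescence ratio above library mean plus 3 SD, and starting fluorescence ratio within library mean plus 5 SD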;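 note: higher score means more depolarization so channel activation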
MrgX1 agonist: agonists of human MrgX1 receptor, primary screen, HEK293 cells, Fluo-4 calcium flux. B-score at 10 µM. AID 588627, 2011. Mas-related G-protein coupled receptor member X1 (Homo sapiens), Q96LB2. hit rate 0.44% among 310,000. Fluo-4 calcium fluorescence, agonist mode; stronger effect = higher value;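 active = calcium response B-score plate-corrected fluorescence ratio at least 3 library SD, with starting fluorescence B-score inside 5 SD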
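System: HEK293 cells stably expressing human MrgX1 receptor; Dosing: test compound in the initial addition of three; Schedule: overnight plating, then 30 min 37 °C plus 30 min room-temperature dye loading; Detection: kinetic calcium dye fluorescence, Fluo-4 NW; Controls: per-plate positive and negative controls for Z′ factor.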
MrgX1 PAM: positive allosteric modulators of MrgX1, primary screen, HEK293 cells, Fluo-4 calcium flux. Mas-related G-protein coupled receptor member X1 (Homo sapiens), Q96LB2. FDSS; stronger effect = higher value. B-score at 10 µM. hit rate 0.63% among 310,000;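 active = plate-corrected calcium response at least 3 library SD above typical, normal starting fluorescence, not activating the receptor alone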;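 note: compound read alongside a low EC10 to EC30 dose of BAM8-22 agonist; peak minus trough fluorescence over baseline measured at the second addition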
RGS4 block: RGS4 inhibitors, primary screen, cell-based, HEK293 M3R inducible RGS4, calcium flux | Regulator of G-protein signaling 4 (Homo sapiens), P49798 | Fluo-4 calcium flux; stronger effect = higher value; triggered by carbachol at its EC20 | B-score at 10 µM | hit rate 0.45% among 310,000;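 active = B-score, a plate-corrected calcium signal, over three deviations above library mean, with baseline fluorescence within five deviations of library mean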;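 note: RGS4 expression induced by doxycycline in cells with stable M3 receptor; B-score is computed from the integrated fluorescence ratio over baseline after carbachol; higher B-score means a larger calcium signal and so more RGS4 inhibition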
Target sequence (P49798 whole entry, looked up): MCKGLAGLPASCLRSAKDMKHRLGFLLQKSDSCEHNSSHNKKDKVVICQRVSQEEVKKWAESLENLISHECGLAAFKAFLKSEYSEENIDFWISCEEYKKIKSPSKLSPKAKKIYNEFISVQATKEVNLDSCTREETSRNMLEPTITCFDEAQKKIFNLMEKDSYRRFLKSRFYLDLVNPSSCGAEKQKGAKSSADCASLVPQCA
HDAC3 inhib: HDAC3 deacetylase inhibitors, primary screen, biochemical, fluorescence, cell-free homogeneous. Histone deacetylase 3 (Homo sapiens), O15379. recombinant HDAC3, fluorogenic peptide/trypsin coupled. inhibition, % at 8.3 µM. hit rate 0.15% among 320,000. AID 2718, 2010; in the data active = inhibition above about 26%, passing the limit was not always enough; inconclusive = no clear call, values can overlap the other calls
Target sequence (O15379 whole entry, looked up): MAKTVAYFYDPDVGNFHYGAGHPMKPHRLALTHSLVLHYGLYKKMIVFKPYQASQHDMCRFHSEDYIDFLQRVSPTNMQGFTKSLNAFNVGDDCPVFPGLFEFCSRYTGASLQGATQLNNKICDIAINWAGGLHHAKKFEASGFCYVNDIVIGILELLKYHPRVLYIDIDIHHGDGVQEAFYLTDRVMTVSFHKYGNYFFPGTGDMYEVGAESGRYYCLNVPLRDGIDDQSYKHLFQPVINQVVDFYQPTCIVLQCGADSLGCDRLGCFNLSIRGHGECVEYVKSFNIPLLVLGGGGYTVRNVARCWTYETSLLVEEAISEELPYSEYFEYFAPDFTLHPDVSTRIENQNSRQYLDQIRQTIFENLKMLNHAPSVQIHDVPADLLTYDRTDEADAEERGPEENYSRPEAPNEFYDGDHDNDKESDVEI
TMEM16A inh: TMEM16A chloride channel inhibitors, primary screen, cell-based, HTS; HEK293 TMEM16A/YFP iodide influx fluorescence, ionomycin; Anoctamin-1 (Mus musculus), Q8BHY3; AID 588511, 2011; normalized B-score (activity score, 25-100; higher = stronger inhibition) at 10 µM; hit rate 1.2% among 310,000;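 active = ratio plate-corrected score three or more library SD toward inhibition, starting fluorescence score within five deviations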;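 note: score derived from kinetic fluorescence span divided by baseline fluorescence per well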
TRPC6 inh: mouse TRPC6 channel inhibitors, primary screen, cell-based, HEK293, membrane potential dye; ACh-evoked depolarization; stronger effect = lower value; B-score at 10 µM; hit rate 1.1% among 310,000;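 active = B-score under library mean minus 3 SD, initial fluorescence not abnormally high, positive integrated signal ratio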;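 note: B-score derived from integrated fluorescence ratio over the kinetic read; more negative B-score means stronger inhibition of depolarization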
RGS4 act: RGS4 potentiators or activators, primary screen, cell-based, HEK293 M3R inducible RGS4, calcium flux; carbachol calcium flux Fluo4; stronger effect = lower value; B-score at 10 µM; hit rate 0.92% among 310,000;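 active = B-score of the integrated calcium signal more than 4 SD below the library mean, with starting fluorescence not abnormally high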;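 note: negative B-score means reduced calcium response which marks RGS4 activation or potentiation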
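Material: M3R-expressing HEK293 line, RGS4 induced by doxycycline | Schedule: Overnight RGS4 induction, 30 min dye load 37 °C, 20 min compound RT | Measured by: Fluo4 fluorescence kinetic imaging of calcium | Read-out: Integrated calcium ratio converted to B score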
* hit, by the source's call; i = inactive; ? = inconclusive; / = not tested or not shown. Outcome played no part in choosing rows; 6.7% or so of the library scored in one or more.

SMILES	SKKanGAS inh	TMEM16A act	MrgX1 antagonist	TRPC6 activator	MrgX1 agonist	MrgX1 PAM	RGS4 block	HDAC3 inhib	TMEM16A inh	TRPC6 inh	RGS4 act
COc1ccccc1NC(=O)c1ccc(-n2cccn2)nc1	3	i	i	i	i	i	i	-6	i	i	i
CCn1cc(CCC(=O)NCc2ccc(F)cc2)c2ccccc21	1	i	i	i	i	i	i	-5	i	i	i
CC(=O)c1cccc(NS(=O)(=O)c2ccc(N/C=C\C(=O)c3ccc(F)cc3)cc2)c1	36	i	i	i	i	i	i	3	100*	i	i
COC(=O)Nc1nc2ccc(Br)cc2s1	-18	i	i	i	i	i	i	-5	i	i	i
O=C(N/N=C/c1ccccc1)c1ccc(N2CCOCC2)c([N+](=O)[O-])c1	-11	i	i	i	i	i	i	4	i	i	i
N#Cc1c(N)nc2c3c(sc(=N)c2c1N)NC(=O)CC3c1ccccc1 (stereo not drawn)	16	i	i	i	i	i	i	-7	i	i	i
CCN(CC)CCCn1c2c(c(SCC(=O)Nc3ccc(F)c(F)c3)nc1=O)CCC2	-3	i	i	i	i	i	i	4	i	i	i
COc1ccc(OCC(=O)NNC(=O)C2CCCO2)cc1 (stereo not drawn)	4	i	i	i	i	i	i	8	i	i	i
Cc1cccc(Nc2nn3c(=O)c4ccccc4nc3s2)c1	-4	i	i	i	i	i	i	-7	i	i	i
O=C(COc1ccc(Cl)cc1)Nc1ccc2c(c1)CCC2	-5	i	i	i	i	i	i	-1	i	i	i
COc1ccc(NC(=O)N2CCCCCC2)cc1	-2	i	i	i	i	i	i	1	i	i	i
Cc1cccc(NC(=O)CNC(=O)c2ccc(-n3cncn3)c([N+](=O)[O-])c2)c1C	25	i	i	i	i	i	i	/	i	i	i
CSCCC(NC(=O)c1ccc([N+](=O)[O-])cc1Cl)C(=O)OC1CCCCC1=O (stereo not drawn)	-3	i	i	i	i	i	i	-2	i	i	i
COc1ccc(CC(=O)c2ccc(OC)c(OC)c2)cc1	13	i	i	i	i	i	i	?	i	i	i
COc1ccc(/C=N/Nc2nc3ccccc3s2)cc1O	2	i	/	i	/	/	i	/	/	i	i
O=c1c2c(-c3cccs3)csc2ncn1-c1ccccc1	-11	i	i	i	i	i	i	-13	i	i	i
CN(C(=O)Nc1ccc(Cl)cc1Cl)[C@H]1c2cc(Br)ccc2OC[C@H]1CO	7	i	i	i	i	i	i	2	i	i	i
COc1cc([N+](=O)[O-])ccc1NC(=O)Nc1nc2c(s1)CCCC2	7	i	i	i	i	i	i	-7	i	i	i
COc1ncccc1-c1nnn(-c2ccc(C)cc2)n1	-6	i	i	i	i	i	i	5	i	i	i
CCOC(=O)c1sc(NC(=O)CCCn2nc([N+](=O)[O-])cc2C)c(C(=O)OCC)c1C	10	i	i	i	i	i	i	13	i	i	i
COc1ccc(Nc2nc(N)c([N+](=O)[O-])c(N3CCN(C)CC3)n2)cc1	-3	i	i	i	i	i	i	2	i	i	i
O=C1C2C3C=CC([C@@H]2C(=O)N1C1CC1)[C@H]1C(=O)N(C2CC2)C(=O)C31 (stereo partly drawn)	0	i	i	i	i	i	i	-10	i	i	i
O=S(=O)(Nc1nc2ccccc2nc1NCC1CCCO1)c1cc(Cl)ccc1Cl (stereo not drawn)	19	i	i	i	i	i	i	7	i	i	i
CCc1nc(Sc2nc(C)cc(C)n2)c2oc3ccccc3c2n1	1	i	i	i	i	i	i	2	i	i	i
CC1(C)Cc2nc3sc(C(=O)NCCO)c(N)c3cc2CO1	-7	i	i	i	i	i	i	-2	i	i	i
Following part.
SMILES	SKKanGAS inh	TMEM16A act	MrgX1 antagonist	TRPC6 activator	MrgX1 agonist	MrgX1 PAM	RGS4 block	HDAC3 inhib	TMEM16A inh	TRPC6 inh	RGS4 act
COc1ccc(NC(=O)Nc2ccc(Br)cn2)cc1OC	0	i	i	i	i	i	i	-5	i	i	i
CC(C)[C@H](NC(=O)c1ccccc1)C(=O)OCC(=O)N1CCN(C(=O)c2ccco2)CC1	2	i	i	i	i	i	i	-6	i	i	i
Cc1cccc(NCc2nc(SCC(=O)Nc3ccccc3)n[nH]2)c1	-1	i	i	i	i	i	i	-1	i	i	i
COc1ccc(Br)cc1C1CC(=O)N2CN(C)CSC2=C1C#N (stereo not drawn)	-4	i	i	i	i	i	i	2	i	i	i
CN(C)c1ccc(C2N(C)C(=O)c3ccccc3N2C)cc1 (stereo not drawn)	-6	i	i	i	i	i	i	-10	i	-7.4*	i
CCOC(=O)C1CSC(CC(=O)Nc2ccc(OCC)cc2)C(=O)N1 (stereo not drawn)	0	i	i	i	i	i	i	3	i	i	i
O=C(Nc1ccccc1C(=O)N1CCOCC1)C1COc2ccccc2O1 (stereo not drawn)	6	i	i	i	i	i	i	0	i	i	i
CCOC(=O)c1ccc(NC(=O)Nc2cc(C)on2)cc1	0	i	i	i	i	i	i	-1	i	i	i
Cc1ccsc1/C=N\Nc1cn[nH]c(=O)c1Cl	-4	i	i	i	i	i	i	6	i	i	i
Cc1cccc(-c2nnc(SCC(=O)Nc3ncccn3)n2C)c1	-3	i	i	i	i	i	i	-8	i	i	i
Cc1nnc(SC2CC(=O)N(c3ccccc3)C2=O)s1 (stereo not drawn)	-3	i	i	i	i	i	i	1	i	i	i
O=C(NCCCN1CCCCCC1)C1CC(=O)N(CCc2ccccc2)C1 (stereo not drawn)	-5	i	i	i	i	i	i	1	i	i	i
Cc1cc(-c2ccccc2)n(-c2ccc(C(=O)N3CCN(c4ncccn4)CC3)cc2)n1	-10	i	i	i	i	i	i	7	i	i	i
O=C(NC1CC1)C1=NOC(CNc2ncc(C(F)(F)F)cc2Cl)C1 (stereo not drawn)	-26	i	i	i	i	i	i	9	i	i	i
CC(C)(/C=N/O)/[N+]([O-])=C/C=[N+](\[O-])C(C)(C)/C=N/O	0	i	i	i	i	i	i	1	i	i	i
C=CCSc1nnc(C)n1-c1ccc(Cl)cc1	-3	i	i	i	i	i	i	3	i	i	i
CCOCCCNC(=O)C1(O)c2cc(Br)ccc2NC(=O)N1c1ccc(OCC)cc1 (stereo not drawn)	0	i	i	i	i	i	i	-5	i	i	i
CCN(CC(=O)NCc1ccc(Cl)cc1)C(=O)CCC(=O)c1ccc(F)cc1	-1	i	i	i	i	i	i	10	i	i	i
Cc1noc(C)c1COC(=O)c1cccc(S(=O)(=O)N2CCOCC2)c1	-4	i	i	i	i	i	i	-3	i	i	i
CCC(=O)Nc1ccc2nc(C)n(CC(=O)Nc3ccccc3)c(=O)c2c1	-3	/	i	i	i	i	i	4	i	i	i
CCCNCc1nnc(-c2ccccc2Cl)o1	-5	i	i	i	i	i	i	-5	i	i	i
O=C(N[C@H](Cc1cc(=O)[nH]c2ccccc12)C(=O)O)c1ccc(Cl)cc1	2	i	i	i	i	i	i	3	i	i	i
CCOc1ccc2nc(SCC(=O)Nc3cc(C)on3)c(C)cc2c1	-3	i	i	i	i	i	i	-2	i	i	i
O=C1/C(=C/c2ccc(F)cc2)SC(=S)N1N1CCOCC1	0	i	i	i	i	i	i	-5	i	i	i
O=C(c1cccc(Br)c1)N1CCN(C(=O)N2CCOCC2)CC1	-3	i	i	i	i	i	i	3	i	i	i
Going on with the list:
SMILES	SKKanGAS inh	TMEM16A act	MrgX1 antagonist	TRPC6 activator	MrgX1 agonist	MrgX1 PAM	RGS4 block	HDAC3 inhib	TMEM16A inh	TRPC6 inh	RGS4 act
COc1ccccc1N(Cc1cc(=O)[nH]c2ccccc12)C(=O)C(C)C	-1	i	i	i	i	i	i	1	i	i	i
COc1ccc(OC)c(N(CC(=O)N2CCCC2)S(C)(=O)=O)c1	0	i	i	i	i	i	i	-8	i	i	i
Cc1ccc(S(=O)(=O)Cn2nnnc2CN2CCN(Cc3ccc4c(c3)OCO4)CC2)cc1	1	i	i	i	i	i	i	-2	i	i	i
CC(Oc1ccccc1F)C(=O)Nc1ccc2ccccc2c1 (stereo not drawn)	-7	i	i	i	i	i	i	3	i	i	i
Cc1ccc(OCC(O)Cn2c(=N)n(CCN3CCOCC3)c3ccccc32)cc1 (stereo not drawn)	1	i	i	i	i	i	i	-4	i	i	i
CCOC(=O)c1c(C)sc2c1N(C(=O)CN1CCOCC1)c1cc(Cl)ccc1S2	4	i	i	i	i	i	i	0	i	i	i
O=S(=O)(Nc1ccc(Cc2ccncc2)cc1)c1ccc(Cl)s1	-4	i	i	i	i	i	i	1	i	i	i
COc1ccccc1-c1nc(=S)c(C(C)=O)c(C)[nH]1	-2	i	i	i	i	i	i	4	i	i	i
Cc1ccc(-n2c(SCC(=O)N3c4ccccc4Sc4ccccc43)nnc2-c2ccncc2)cc1	4	i	i	i	i	i	i	6	i	i	i
Nc1cc([N+](=O)[O-])ccc1N1C(=O)CCCC1=O	-1	i	i	i	i	i	i	0	i	i	i
CCCCCC(O)(CCN1CCCCC1)c1ccccc1 (stereo not drawn)	-1	i	i	i	i	i	i	-8	i	i	-9.9*
CN(CC(=O)Nc1ccc(N2CCOCC2)cc1)Cc1c(O)ccc2ccccc12	-5	i	i	i	i	i	i	?	i	i	i
O=C1NC(=Nc2ccccc2)S/C1=C/c1cccnc1	-4	i	i	i	i	i	i	-6	i	i	i
O=C(CCC1CCCN(Cc2ccc(O)c(Cl)c2)C1)NCc1ccccc1F (stereo not drawn)	7	i	i	i	i	i	i	6	i	i	i
CC[n+]1ccc(C(=O)NCc2ccccc2)cc1	-1	i	i	i	i	i	i	-2	i	i	i
Cc1ccc(CCNC(=O)C2CC(=O)N(CCc3ccccc3)C2)cc1 (stereo not drawn)	-3	i	i	i	i	i	i	-5	i	i	i
CCCS(=O)(=O)N1CCN(C2CCC(C)CC2)CC1 (stereo not drawn)	0	i	i	i	i	i	i	/	i	i	i
